RGS4 inh: RGS4 inhibitors, primary screen, cell-based, HEK293 M3R inducible RGS4, calcium flux | Regulator of G-protein signaling 4 (Homo sapiens), P49798 | Fluo-4 calcium flux; hits give high values; triggered by carbachol at its EC20 | B-score at 10 µM | 310,000 tested, 0.45% active | AID 463165, 2010;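 active = B-score, a plate-corrected calcium signal, over three deviations above library mean, with baseline fluorescence within five deviations of library mean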;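 also: RGS4 expression induced by doxycycline in cells with stable M3 receptor; B-score is computed from the integrated fluorescence ratio over baseline after carbachol; higher B-score means a larger calcium signal and so more RGS4 inhibition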
Target sequence (P49798 whole entry, looked up): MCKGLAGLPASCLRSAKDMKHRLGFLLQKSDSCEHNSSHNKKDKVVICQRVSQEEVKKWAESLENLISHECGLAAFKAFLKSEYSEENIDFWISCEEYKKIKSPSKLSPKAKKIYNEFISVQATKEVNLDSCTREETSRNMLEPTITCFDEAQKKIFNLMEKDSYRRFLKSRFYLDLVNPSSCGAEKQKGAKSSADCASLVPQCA
hERG protect: hERG rescue from dofetilide block, primary screen, cell-based, CHO-hERG, FluxOR thallium flux, dofetilide IC70; dofetilide IC70 present; Voltage-gated inwardly rectifying potassium channel KCNH2 (Homo sapiens), Q12809; 310,000 tested, 0.51% active; activation (rescue from dofetilide block), less the hit threshold, % at 10 µM;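 active = activation above the mean of controls blocked by dofetilide plus 5 SD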;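 also: thallium influx through hERG after potassium depolarization seen as dye fluorescence rise; in these data hits start at about 4.7%; inactives centre near -7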
GSK3 alpha inh: blockers of GSK3A enzyme activity – biochemical, luminescence, cell-free homogeneous, HTS, primary screen. 320,000 tested, 0.1% active. Glycogen synthase kinase-3 alpha (Homo sapiens), P49840. AID 2650, 2010. GSK-3 alpha kinase, ADP-Glo luminescence, 60 min. inhibition, % at 10 µM;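 in the data active = inhibition above about 50%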;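 also: GST-tagged GSK-3 alpha with peptide substrate and 25 µM ATP; 0% = DMSO neutral wells and 100% = GW8510 positive control wells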
PolyA inh: polyadenylation inhibitors in yeast reporter cells, primary screen, luminescence, S. cerevisiae. calls only at 12 µM. AID 1875, 2009. 300,000 tested, 0.02% active. S. cerevisiae SKY197-pL101 polyadenylation reporter, beta-gal luminescence; efflux-impaired pdr1/pdr3 knockout yeast; score 100 = 6 SD above DMSO;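 active = lowest replicate activity score at least 50, where 100 means six control SD above control mean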;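 also: yeast exposed to compound for 9 h at 30 °C; higher score means more reporter readthrough which indicates perturbed polyadenylation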
KCNK9 block: KCNK9 potassium channel inhibitors, primary screen, HEK293 cells, thallium flux; Potassium channel subfamily K member 9 (Homo sapiens), Q9NPC2; FluxOR thallium flux fluorescence; hits give low values; B-score at 10 µM; 310,000 tested, 1.2% active;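 active = ratio B-score over 3 SD below the library mean, with starting fluorescence within 5 SD of its mean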;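 also: negative B-score means less thallium flux so channel inhibition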
Target sequence (Q9NPC2 whole entry, looked up): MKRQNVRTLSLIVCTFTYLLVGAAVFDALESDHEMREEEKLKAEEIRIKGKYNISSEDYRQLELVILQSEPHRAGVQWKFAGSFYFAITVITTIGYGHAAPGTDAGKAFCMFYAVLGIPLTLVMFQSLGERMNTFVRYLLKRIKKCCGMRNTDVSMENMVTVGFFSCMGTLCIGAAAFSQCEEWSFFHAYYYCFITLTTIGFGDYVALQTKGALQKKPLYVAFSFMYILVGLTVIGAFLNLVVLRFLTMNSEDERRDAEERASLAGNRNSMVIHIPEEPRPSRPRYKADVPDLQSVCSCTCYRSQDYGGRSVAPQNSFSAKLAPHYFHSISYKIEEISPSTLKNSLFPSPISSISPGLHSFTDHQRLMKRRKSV
RGS4 pot: RGS4 potentiators or activators, primary screen, cell-based, HEK293 M3R inducible RGS4, calcium flux. carbachol calcium flux Fluo4; hits give low values. B-score at 10 µM. 310,000 tested, 0.92% active. AID 463111, 2010;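 active = B-score of the integrated calcium signal more than 4 SD below the library mean, with starting fluorescence not abnormally high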;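 also: negative B-score means reduced calcium response which marks RGS4 activation or potentiation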
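Test system: HEK293 cells with stable M3R and inducible RGS4; also added: carbachol at ECmax as muscarinic agonist stimulus; schedule: dye loading 30 min 37 °C, buffer rest 30 min RT; technique: kinetic calcium fluorescence imaging with Fluo4-AM dye, 2 µM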
Dyrk1A ADPGlo: rat Dyrk1A kinase inhibitors, primary screen, biochemical, single point, plate reader; 310,000 tested, 0.43% active; inhibition, % at 12.5 µM; Dual specificity tyrosine-phosphorylation-regulated kinase 1A (Rattus norvegicus), Q63470; AID 504441, 2011; ADP-Glo luminescence, NFATc1 peptide; in the data active = inhibition above about 50%;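 also: plate controls were vehicle with enzyme for no effect and no enzyme for full effect; many of its hits are not listed in these tables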
GSK3B inh: human GSK3beta kinase inhibitors, primary screen, biochemical, cell-free homogeneous, HTS; activity score (negative = inhibition), % at 10 µM; 300,000 tested, 0.038% active; Glycogen synthase kinase-3 beta (Homo sapiens), P49841; GST-GSK3beta kinase, ADP-Glo luminescence, 60 min; hits give low values;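 active = more than half of replicate wells score below -50%, meaning over 50% inhibition versus plate controls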;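 also: 0% = median DMSO wells and -100% = median GW8510 positive control wells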
Target sequence (P49841 whole entry, looked up): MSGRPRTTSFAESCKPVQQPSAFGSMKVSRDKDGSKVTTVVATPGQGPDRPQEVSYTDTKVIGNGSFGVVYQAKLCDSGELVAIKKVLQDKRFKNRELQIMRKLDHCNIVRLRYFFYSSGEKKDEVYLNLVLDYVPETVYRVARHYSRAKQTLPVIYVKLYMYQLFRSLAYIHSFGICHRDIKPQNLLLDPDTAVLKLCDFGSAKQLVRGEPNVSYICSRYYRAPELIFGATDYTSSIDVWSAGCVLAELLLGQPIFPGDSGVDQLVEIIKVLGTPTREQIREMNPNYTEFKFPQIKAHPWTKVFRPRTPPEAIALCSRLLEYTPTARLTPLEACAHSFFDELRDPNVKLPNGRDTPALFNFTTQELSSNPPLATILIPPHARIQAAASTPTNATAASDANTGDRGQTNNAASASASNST
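Test system: GST-fused GSK3beta enzyme, cell-free | Quantity: 1.6 ng GST-GSK3beta enzyme per well | Reagent: 25 µM ATP with peptide substrate | Schedule: 60 min enzyme reaction, room temperature | Signal: Luminescent ADP-Glo measurement of ADP formed | Read-out basis: Score relative to plate controls | Control set: DMSO and 20 µM GW8510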
KCNK3 inh: human KCNK3 channel inhibitors, primary screen, CHO cells, FluxOR thallium flux, B-score; Potassium channel subfamily K member 3 (Homo sapiens), O14649; FluxOR fluorescence; hits give low values; B-score at 10 µM; 340,000 tested, 0.84% active; AID 602410, 2012;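 active = B-score under library mean minus 4 SD, starting fluorescence ratio at most library mean plus 5 SD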;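 also: more negative B-score means stronger inhibition of thallium flux through KCNK3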
KCNQ1 inh: inhibitors of human KCNQ1 channel, primary screen, cell-based, thallium flux, high-throughput; B-score at 10 µM; Potassium voltage-gated channel subfamily KQT member 1 (Homo sapiens), P51787; CHO-K1 KCNQ1, FluxOR thallium flux fluorescence; hits give high values; 310,000 tested, 1.3% active;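 active = compounds whose thallium flux B-score, printed positive for inhibition, exceeds three library SD while starting fluorescence stays within three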;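 also: channel opened by potassium depolarization with thallium stimulus after 20 min compound exposure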
KCNQ1 act: potentiators or activators of KCNQ1 channel, primary screen, cell-based, thallium flux, high-throughput; B-score at 10 µM; Potassium voltage-gated channel subfamily KQT member 1 (Homo sapiens), P51787; 310,000 tested, 0.35% active; CHO-K1 KCNQ1, thallium flux FluxOR fluorescence; hits give high values; AID 2648, 2010;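 active = fluorescence ratio B-score, a plate-corrected score, at least three library SD, with initial intensity B-score within 5 SD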
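assay system = CHO-K1 cells stably expressing KCNQ1 | medium = assay buffer, equal DMSO in all wells | timing = 37 °C overnight plating, 90-min dark dye load, 20-min compound pretreatment | measured by = kinetic FluxOR thallium fluorescence, 10-s 1-Hz baseline, 110-s post-stimulus read | measure = fluorescence change relative to baseline, converted to B score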
Starred values were filed as active, the others as inactive; i = inactive; x = no result given. Some of the compounds tested, so the mix of outcomes need not match the whole.

canonical_smiles,RGS4 inh,hERG protect,GSK3 alpha inh,PolyA inh,KCNK9 block,RGS4 pot,Dyrk1A ADPGlo,GSK3B inh,KCNK3 inh,KCNQ1 inh,KCNQ1 act
Oc1ccc(Br)cc1-c1cc(-c2ccco2)[nH]n1,i,-11,-4,i,i,i,34,-3,i,i,i
COC(=O)NC1(C(F)(F)F)C(=O)NC(C)=C1C(=O)OC (stereo not drawn),i,-10,-2,i,i,i,-1,3,i,i,i
CCCCn1c(N)c(N(CCOC)C(=O)c2cc(-c3ccccc3Cl)nc3ccccc23)c(=O)[nH]c1=O,i,-11,x,i,i,i,0,-1,i,i,i
O=C(NC(=S)Nc1ccc(Cl)cc1)c1ccccc1,i,0,-1,i,i,i,1,0,i,i,i
COc1ccc(C2C(C#N)=C(C)NC3=C2C(=O)CC(C)(C)C3)cc1 (stereo not drawn),i,-9,1,i,i,i,-2,-1,i,i,i
Nc1nc(-c2ccco2)cs1,i,2,3,i,i,i,11,2,i,i,i
COc1ccc(-c2nn(C)c(=O)c3ccccc23)cc1CNC(=O)c1ccco1,i,-7,4,i,i,i,-2,-2,i,i,i
CCOC(=O)C(=CNc1cccnc1Oc1ccc(C)c2c1CCC2)C(=O)OCC,i,-8,-2,i,-7.2*,i,5,0,i,i,i
COC(=O)c1nn(-c2nc(-c3ccc(OC)c(OC)c3)cc(C(F)(F)F)n2)cc1[N+](=O)[O-],i,-12,1,i,i,i,-4,0,i,i,i
O=S1(=O)NC(c2ccccc2)CC(CC2CCCCC2)O1 (stereo not drawn),i,-5,-3,i,i,i,2,-1,i,i,i
CCOC(=O)C(C)NC(=O)CCc1nnc2ccc(N3CCCCC3)nn12 (stereo not drawn),i,-7,-1,i,i,i,4,0,i,i,i
COc1ccc(C(=O)NC(C)CCn2cccn2)cc1OC1CCN(C(C)C)CC1 (stereo not drawn),i,-3,0,i,i,i,-4,1,i,i,i
CC(=O)c1cccc(NC(=O)N2CCCC2C(=O)Nc2ccc3c(c2)OCO3)c1 (stereo not drawn),i,-4,-1,i,i,i,-2,-2,i,i,i
COCCCNc1nc2c(c(=O)n(Cc3cccc(Br)c3)c(=O)n2C)n1C,i,-12,-2,i,i,i,-4,0,i,i,i
O=C(O)[C@H]1CCC(=O)N1Cc1ccco1,i,-13,4,i,i,i,-1,-2,i,i,i

(list continues)
canonical_smiles,RGS4 inh,hERG protect,GSK3 alpha inh,PolyA inh,KCNK9 block,RGS4 pot,Dyrk1A ADPGlo,GSK3B inh,KCNK3 inh,KCNQ1 inh,KCNQ1 act
CCOC(=O)CC(NC(=O)Cc1ccc(F)cc1)c1ccccc1Cl (stereo not drawn),i,-10,-2,i,i,i,-4,0,i,i,i
COc1ccc2cc(C3CC(c4ccco4)=NN3S(C)(=O)=O)c(Cl)nc2c1 (stereo not drawn),i,-8,-1,i,i,i,7,-5,i,i,i
O=C(CSc1ccccc1)Nc1ccc2c(c1)OCCO2,i,-6,-1,i,i,i,8,2,i,i,i
O=C(O)c1ccc2c(c1)CCCN2,i,-2,0,i,i,i,x,1,i,i,i
Cc1cc2cc(CCNC(=O)c3ccc(S(=O)(=O)N4CCCC4)cc3)c(=O)[nH]c2cc1C,i,-5,8,i,i,i,x,-4,i,i,i
Cc1ccc(CNC(=O)C2CC3Cn4c(nc5cc(Cl)c(Cl)cc54)C3N2C)o1 (stereo not drawn),i,-2,-12,i,i,i,-1,-1,i,i,i
COc1ccc(NC(=O)CCC(=O)OC(C(=O)c2ccccc2)c2ccccc2)cc1 (stereo not drawn),i,-10,-1,i,i,i,4,6,i,i,i
CN1C(=O)N(C)C2(c3ccccc3)NNC(N)=NC12c1ccccc1 (stereo not drawn),i,-11,-3,i,i,i,x,5,i,i,i
COc1cc(S(=O)(=O)N2CCN(c3ccccc3F)CC2)c(OC)cc1Cl,i,-5,4,i,i,i,6,-1,i,i,i
O=C(CNCc1cccc2ccccc12)Nc1ccccc1[N+](=O)[O-],i,-8,-1,i,i,i,x,1,i,i,i
Cc1cccc(N2CCN(C(=O)CN3C(=O)C4CC=CCC4C3=O)CC2)c1C (stereo not drawn),i,-3,-2,i,i,i,0,2,i,i,i
CC(C)Oc1ccc(CN2CCC(n3nccc3NC(=O)CCc3ccccc3)CC2)cc1,i,-14,-2,i,i,i,-3,0,i,i,i
CCc1ccc2c(c1)C(c1ccc([N+](=O)[O-])cc1)=NNC(c1ccc(C)cc1)=N2,i,-4,1,i,i,i,2,-1,i,i,i
O=C(COC(=O)c1ccccc1NCCO)NCc1cccs1,i,-14,0,i,i,i,0,-4,i,i,i
C=CCn1c(SCc2nc(N)nc(N3CCCCC3)n2)nnc1-c1ccco1,i,-2,0,i,i,i,-2,-1,i,i,i

Just KCNQ1 act and RGS4 inh (two entries from above):
compound,KCNQ1 act,RGS4 inh
COc1ccc(NC(=O)CCC(=O)OC(C(=O)c2ccccc2)c2ccccc2)cc1 (stereo not drawn),i,i
CN1C(=O)N(C)C2(c3ccccc3)NNC(N)=NC12c1ccccc1 (stereo not drawn),i,i

Part of the list above, set out differently.
SMILES: Cc1cc2cc(CCNC(=O)c3ccc(S(=O)(=O)N4CCCC4)cc3)c(=O)[nH]c2cc1C
  RGS4 inh = i | hERG protect = -5 | GSK3 alpha inh = 8 | PolyA inh = i | KCNK9 block = i | RGS4 pot = i | Dyrk1A ADPGlo = x | GSK3B inh = -4 | KCNK3 inh = i | KCNQ1 inh = i | KCNQ1 act = i
SMILES: COc1ccc2cc(C3CC(c4ccco4)=NN3S(C)(=O)=O)c(Cl)nc2c1 (stereo not drawn)
  RGS4 inh = i | hERG protect = -8 | GSK3 alpha inh = -1 | PolyA inh = i | KCNK9 block = i | RGS4 pot = i | Dyrk1A ADPGlo = 7 | GSK3B inh = -5 | KCNK3 inh = i | KCNQ1 inh = i | KCNQ1 act = i

Other results:
canonical_smiles,RGS4 inh,hERG protect,GSK3 alpha inh,PolyA inh,KCNK9 block,RGS4 pot,Dyrk1A ADPGlo,GSK3B inh,KCNK3 inh,KCNQ1 inh,KCNQ1 act
Cn1cc(/C=C(\NC(=O)c2ccccc2Cl)C(=O)NCCCN2CCOCC2)c2ccccc21,i,-7,-1,i,i,i,-2,4,i,i,i
Cc1snc(SCc2cccc(Cl)c2)c1C#N,i,-6,-2,i,i,i,1,-2,i,i,i
Clc1ccc(/C=N/Nc2ccccn2)cc1,i,0,x,i,i,i,1,1,i,i,i
COc1ccc(OCc2nnc(SCC(=O)Nc3cccc(Cl)c3)o2)cc1,i,-7,0,i,i,i,-3,0,i,i,i
Brc1ccc(-c2cnco2)cc1,i,-12,x,i,i,i,-7,0,i,i,i
N#CC1=C(N)NC(SCc2ccc(Br)cc2)=C(C#N)C12CCCCC2,i,-13,-1,i,-6.8*,i,1,-1,-12*,18*,i
CCC(=O)Oc1ccc(C/C(=N\O)c2ccc(O)cc2O)o1,i,-6,6,i,i,i,x,3,i,7*,i
COc1cccc(N2CCN(C(=O)c3cc4c(=O)n(Cc5ccccc5)ccc4nc3C)CC2)c1,i,-10,-1,i,i,i,x,2,i,i,i
COC(=O)c1c(C)[nH]c(-c2csc(N)n2)c1C,i,-4,2,i,i,i,0,0,i,i,i
CC(Sc1nnnn1C)C(=O)Nc1ccc(N2CCOCC2)cc1 (stereo not drawn),i,-2,-1,i,i,i,-1,1,i,i,i
Cn1cccc1/C=N/n1c(-c2ccc(Cl)cc2Cl)n[nH]c1=S,i,-5,17,i,i,i,20,-1,i,i,8*
Cc1ncc(CN2CCCC(C(=O)Nc3ccc(-c4ccco4)cc3)C2)n1C (stereo not drawn),i,-14,-1,i,i,i,-2,3,i,i,i
O=C1c2ccccc2C(Nc2ccc3c(c2)OCCO3)N1Cc1ccco1 (stereo not drawn),i,-21,-1,i,i,i,-4,1,i,i,i
CC(=O)c1c(C)[nH]c(C(=O)NC2CCCCC2)c1C,i,-12,-1,i,i,i,-2,-2,i,i,i
COc1ccc(OC)c(S(=O)(=O)Nc2cc(C)on2)c1,i,-7,-2,i,i,i,-8,2,i,i,i

Going on with the list:
canonical_smiles,RGS4 inh,hERG protect,GSK3 alpha inh,PolyA inh,KCNK9 block,RGS4 pot,Dyrk1A ADPGlo,GSK3B inh,KCNK3 inh,KCNQ1 inh,KCNQ1 act
COc1cc(CNCc2cccc3ccccc23)cc(OC)c1,i,-7,0,i,i,i,2,-1,i,i,i
Cc1ccccc1-c1nc(CS(=O)CC(=O)NCCN2CCN(Cc3ccccc3)CC2)c(C)o1 (stereo not drawn),i,-16,-2,i,i,i,5,6,i,i,i
O=[N+]([O-])c1ccccc1S(=O)(=O)Nc1ccc2c(c1)OCCO2,i,-3,-1,i,i,i,12,-24,i,i,i
CCN(CC)CCCNC(=O)C1CCC(=O)N(c2ccc(OC)cc2)C1c1ccc(F)cc1 (stereo not drawn),i,-12,-3,i,i,i,-1,-2,i,i,i
O=C(O)CC1(c2ccccc2)C(=O)c2ccccc2C1=O,i,-18,-1,i,i,i,1,4,i,i,i
Cc1cc(C(=O)NCC(=O)OCC(=O)N(C2CCCCC2)C2CCCCC2)ccc1[N+](=O)[O-],i,-7,-1,i,i,i,5,-1,i,i,i
